Compound activity from PubChem.
APP 5'UTR act = activators of APP 5'UTR luciferase reporter, primary screen, SH-SY5Y cells. SH-SY5Y APP 5'UTR luciferase reporter, luminescence; zero percent = DMSO vehicle wells. activation, % at 2 µM. actives 1% (n = 190,000). AID 1276, 2008;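 active means activation above a set limit, based on mean plus 3 SD of controls, cut at about 140% in these data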; further: values of inactives mirror those of a sister screen read the other way
DTT redox prof = compounds producing H2O2 with reducing agent – biochemical, NIH compound library profiling, artefact control for MLSCN library redox annotation, primary screen. DTT-dependent redox cycling H2O2, phenol red/HRP absorbance; 100% = 100 µM peroxide control, 0% = buffer. activation, % at 10 µM. actives 0.03% (n = 200,000). AID 878, 2007;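 active means activation of at least 50% relative to the plate's high and low controls in the primary single-dose screen; inactive means activation below 50%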;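 further: compound incubated with DTT at 0.8 mM final as the reducing agent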
NF-kB neuron act = activators of NF-kB expression in neurons, primary screen, cell-based, HTS. human neuronal cells, NF-kB reporter expression; active compounds read high. fold change at 12.5 µM. actives 1.6% (n = 190,000); in the data active means fold change above about 3.3
APP 5UTR inh = inhibitors of APP translation via 5'UTR reporter, primary screen, APP 5'UTR luciferase, SH-SY5Y cells; SH-SY5Y APP 5'UTR-luciferase reporter, luminescence; inhibition, % at 2 µM; actives 0.82% (n = 190,000); AID 1285, 2008;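 active means inhibition above a set limit, derived from the sample mean plus 3 SD, cut at about 45% in these data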; further: values of inactives mirror those of a sister screen read the other way
FLuc inhib CS = firefly luciferase enzyme inhibitors, primary screen, artefact control for luciferase-based inhibitor screens, biochemical, luminescence, ATPLite; Luciferin 4-monooxygenase (Photinus pyralis), P08659; 10 min; inhibition, % at 10 µM; actives 1.5% (n = 200,000);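 active means inhibition above about 50% when tested at 10 µM, limit read from the data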
Target sequence (P08659 whole entry, looked up): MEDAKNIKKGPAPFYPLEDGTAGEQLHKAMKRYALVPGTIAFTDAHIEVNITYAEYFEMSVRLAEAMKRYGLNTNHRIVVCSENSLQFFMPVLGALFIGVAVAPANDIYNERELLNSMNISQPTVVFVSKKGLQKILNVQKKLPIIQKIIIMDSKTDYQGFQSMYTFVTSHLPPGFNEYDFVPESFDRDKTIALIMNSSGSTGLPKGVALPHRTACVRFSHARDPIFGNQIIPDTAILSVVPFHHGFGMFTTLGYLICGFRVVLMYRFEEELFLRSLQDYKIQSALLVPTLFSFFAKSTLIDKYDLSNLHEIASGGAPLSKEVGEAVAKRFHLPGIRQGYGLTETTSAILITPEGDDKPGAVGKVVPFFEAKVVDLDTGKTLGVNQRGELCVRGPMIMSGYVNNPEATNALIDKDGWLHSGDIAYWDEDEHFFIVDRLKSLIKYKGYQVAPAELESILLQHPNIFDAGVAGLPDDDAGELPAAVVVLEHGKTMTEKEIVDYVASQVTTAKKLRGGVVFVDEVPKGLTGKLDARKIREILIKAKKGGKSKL
Hsp70 activator = Hsp70 transcriptional activators, primary screen, cell-based, HeLa, Hsp70 promoter luciferase, luminescence, 10 µM | activation, % at 10 µM | actives 0.04% (n = 200,000) | AID 1203, 2008 | HeLa Hsp70 promoter luciferase reporter; scaled: vehicle 0, proteasome-inhibitor control 100%;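 active means activation above the mean across all tested compounds plus 3 SD, cutoff set per campaign, cut at about 5.5% in these data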;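 further: 100% = MG132 at 30 µM as the positive control and 0% = DMSO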
Efa HMGR inh = inhibitors of E. faecalis class II HMGR, primary screen, biochemical, Enterococcus faecalis; inhibition, % at 10 µM; purified E. faecalis HMGR, NADPH absorbance 340 nm kinetic; HMG-CoA reductase (Enterococcus faecalis, mvaE); actives 0.41% (n = 190,000); AID 1066, 2008;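 active means inhibition above a set limit, the median over all tested compounds plus 3 SD, cut at about 9.5% in these data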;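 further: enzyme runs in reverse so mevalonate oxidation gives rising NADPH absorbance; 0% = complete reaction with DMSO and 100% = background rate lacking mevalonate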
G6PDH CS = L. mesenteroides G6PDH inhibitors, counter-screen for G6PDH-coupled screening assays, biochemical, Leuconostoc mesenteroides enzyme. glucose-6-phosphate dehydrogenase [Leuconostoc mesenteroides]. Purified L. mesenteroides G6PDH, diaphorase/resazurin coupled fluorescence, 45 min. inhibition, % at 5 µM. actives 0.12% (n = 200,000); in the data active means inhibition above about 50%
FLuc stim CS = FLuc activators, initial screening, artefact control for FLuc-dependent activation tests, biochemical, ATPlite luminescence | 200,000 tested, under 10 active | AID 1027, 2008 | ATPlite luciferase biochemical, 10 min; 0 = ATP-free wells, 1 = DMSO control | activation factor at 10 µM;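 active means luciferase activation factor, scaled between plate controls, of at least 2 with compound at 10 µM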
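Material: Luciferase/luciferin reagent mix | Doses: Test compounds dosed from 2 mM stocks in 100% DMSO | Timing: 10 min incubation after luciferase reagent addition, room temperature | Measured by: Luminescence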
STAT1 activator = STAT1 signaling activators, primary screen, cell-based, HTS, luciferase reporter; activation (% of control), % at 5.5 µM; NIH 3T3 STAT1-luciferase reporter, IFN-gamma, luminescence; 100% = IFN-gamma alone, no compound; AID 932, 2007; actives 2.6% (n = 200,000);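 active means activation above the screen-wide mean activation plus 3 SD, cut at about 130% in these data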;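 further: raw ratio to IFN-gamma control signal so 100% means no change and 0% no light; values of inactives mirror those of a sister screen read the other way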
Numbers without * were called inactive; · = no result given. The order is random. Share with any hit: about 5.3%.

SMILES | APP 5'UTR act | DTT redox prof | NF-kB neuron act | APP 5UTR inh | FLuc inhib CS | Hsp70 activator | Efa HMGR inh | G6PDH CS | FLuc stim CS | STAT1 activator
CC(=O)c1cc(CN2CCN(Cc3ccccc3)C(CCO)C2)cs1 (stereo unspecified) | 0 | 0.7 | 1 | 0 | -4 | 0.5 | -1 | 4 | 1 | 96
CC1C=CCC2C(=O)N(c3ccc(Cl)cc3O)C(=O)C12 (stereo unspecified) | 4 | 0.1 | 1.1 | -4 | -8 | 0.0 | -3 | 5 | 1.1 | 100
Cc1ccccc1CSc1nnc(C)c(=O)n1N | 2 | 0.2 | 1 | -2 | -3 | -0.2 | -5 | 0 | 1 | 98
O=C(CSc1cn(CCNC(=O)c2cccs2)c2ccccc12)NC1CCCC1 | -17 | -2.9 | 0.79 | 17 | -4 | -0.3 | -8 | 22 | 1 | 91
CCCCCCn1cnc2c(oc3nc4c(cc32)CCCC4)c1=O | 52 | 0.3 | 2.1 | -52 | -4 | -0.1 | -8 | -12 | 1 | 110
Cn1c(CN2CCOCC2)c(C#N)c2ccccc21 | 5 | 1.9 | 0.95 | -5 | 2 | -0.6 | 1 | 14 | 1 | 103
CCOC(=O)N1CCC(n2c(SCC(=O)Nc3nccs3)nc3ccsc3c2=O)CC1 | -4 | -0.4 | 1 | 4 | -4 | -0.1 | -4 | 2 | 1 | 84
CCOC(=O)C(C)(C)C(=O)C(C)(C)C(O)c1ccccn1 (stereo unspecified) | 7 | 2.8 | 0.95 | -7 | -3 | 0.1 | -4 | 2 | 1 | 103
CCN1CCN(C(=O)c2ccc(CS(=O)(=O)Cc3ccccc3F)o2)CC1 | -4 | 0.0 | 1.4 | 4 | -3 | -0.3 | -7 | 8 | 1 | 102
Cc1ccccc1N=C1SC(CC(=O)Nc2ccc3ccccc3c2)C(=O)N1Cc1ccccn1 (stereo unspecified) | -12 | 0.0 | 0.56 | 12 | 2 | -0.4 | 6 | -5 | 1 | 99
COc1cccc(NC(=O)c2cc([N+](=O)[O-])ccc2N2CCN(C)CC2)c1 | 4 | 1.5 | 1.4 | -4 | -3 | -0.3 | -2 | 10 | 1 | 96
Cc1ccc(NC(=O)COC(=O)/C=C/c2ccco2)cc1S(=O)(=O)N(C)C | 0 | -0.4 | 1.1 | 0 | -4 | -0.6 | -6 | -13 | 1 | 91
CC1(C)CC(=O)CC(=Nc2ccc3[nH]c(=O)[nH]c3c2)C1 | -19 | -2.0 | 1.2 | 19 | -4 | -0.1 | -2 | 0 | 1 | 108
Brc1ccc(-c2csc(-c3c[nH]c4ccccc34)n2)cc1 | 38 | 2.3 | 1.8 | -38 | -2 | -0.1 | 2 | 2 | 1 | 119
COc1ccccc1NC(=O)Cn1ncc2c1-c1ccccc1OC2 | 21 | -0.8 | 1.1 | -21 | -4 | -0.3 | -5 | 20 | 1 | 98
CC(C)=CCCC(C)CN1CCC(N2CCC(C(=O)NC(C)C)CC2)CC1 (stereo unspecified) | 7 | -1.8 | 1 | -7 | -6 | -0.2 | -8 | 8 | 1.1 | 88
CC(=O)N(Cc1ccc(F)cc1)C1=C(NCc2ccccc2)C(=O)c2ccccc2C1=O | -65 | 0.2 | 0.34 | 65* | 0 | -0.1 | 1 | 51* | 1 | 93
CC(=O)N/N=C(\C)c1ccc2c(c1)OCCO2 | 39 | -0.9 | 1.3 | -40 | 1 | -0.2 | -3 | 8 | 1 | 107
O=C1C=C(c2ccccc2)C(=O)N1Nc1ccccc1 | -21 | 0.1 | 0.95 | 20 | -3 | -0.4 | -5 | 0 | 1 | 99
Cc1onc(-c2ccccc2)c1C(=O)N/N=C/c1cc2c(cc1Br)OCO2 | 10 | -0.1 | 1.1 | -10 | 0 | -0.4 | -4 | -4 | 1 | 98
Cc1ccccc1-n1c(C)cc(/C=C2/C(=N)N3C(c4ccccc4)=CSC3=NC2=O)c1C | 16 | 0.1 | 0.95 | -16 | 5 | -0.3 | -13 | 6 | 1 | 96
O=C(c1ccco1)N1C2C=CC(C2)C1(C(F)(F)F)C(F)(F)F (stereo unspecified) | 0 | -0.2 | 1.1 | 0 | -1 | 0.0 | -1 | 6 | 1 | 109
COc1cc(NC(=S)Nc2ccc(Br)cc2Cl)c(OC)cc1Cl | -6 | 0.4 | 0.89 | 6 | 0 | -0.4 | 3 | -6 | 1 | 104
COc1cccc(-n2ccnc2SCC(=O)Nc2nccs2)c1 | 17 | 0.8 | 1.5 | -17 | 0 | 0.0 | -3 | 4 | 1 | 108
Cc1cc(=O)[nH]c(SCC(=O)Nc2ncc(S(=O)(=O)c3ccc([N+](=O)[O-])cc3)s2)n1 | -1 | -1.2 | 1.2 | 1 | -2 | -0.3 | 0 | 4 | 1 | 105
Nn1c(SCc2csc(-c3ccccc3)n2)nnc1-c1cccs1 | 19 | 0.1 | 1.4 | -19 | -4 | 0.0 | -8 | -18 | 1 | 93
COC(=O)C1C(=O)C2=C(CC1C)NC(C)=C(C(=O)OC1CCCCC1)C2c1ccc(N(C)C)cc1 (stereo unspecified) | 5 | 2.4 | 0.69 | -5 | -2 | -0.1 | 0 | 16 | 1 | 96
Nc1nc(SCC(=O)NCCN2CCOCC2)nc2sc3c(c12)CCC3 | 1 | 0.1 | 0.93 | -1 | 0 | -0.4 | 2 | 13 | 1 | 99
O=C(CSc1nnc(-c2ccncc2)o1)NCc1ccccc1 | 0 | 0.1 | 1.1 | 0 | -9 | -0.1 | 0 | 10 | 1.1 | 97
COc1ccccc1C(=O)NNC(=O)c1ccc(NC(=O)c2ccccc2)cc1 | 12 | -0.6 | 0.84 | -12 | -2 | -0.3 | 15* | 5 | 1 | 96
CCOc1ccccc1C(=O)n1nc(C)cc1C | -18 | 1.8 | 1.3 | 18 | -3 | -0.1 | -6 | 5 | 1 | 98
Cc1cc(C)cc(CC(Cc2nc3ccccc3[nH]2)c2nc3ccccc3[nH]2)c1 (stereo unspecified) | 6 | 1.3 | 0.52 | -6 | -3 | -0.1 | -3 | -30 | 1 | 102
COc1ccc(-c2cc(C(F)(F)F)nc(N3CCCCCC3)n2)cc1 | 8 | -0.2 | 1.2 | -8 | -2 | -0.2 | -6 | -2 | 1 | 103
Cc1csc(SCC(=O)Nc2cc(S(=O)(=O)N3CCCC3)ccc2Cl)n1 | -2 | 2.2 | 0.75 | 2 | -6 | -0.1 | -1 | 0 | 1.1 | 99
COc1ccc(-c2nnc(SCC(=O)NC(C)c3ccccc3)o2)cc1OC (stereo unspecified) | · | 2.5 | 1 | · | -7 | -0.3 | · | 4 | 1.1 | 97
Cc1noc(C)c1COC(=O)C(c1ccccc1)c1ccccc1 | -8 | -0.8 | 1.1 | 8 | 0 | -0.2 | -8 | 10 | 1 | 88
CC(=O)c1cccc(N(CC(=O)Nc2ccc(F)cc2)S(C)(=O)=O)c1 | 8 | -0.4 | 1.4 | -8 | -4 | -0.2 | -3 | -2 | 1 | 107
COc1ccc2[nH]c(=O)c(CN(c3ccc(C)c(C)c3)S(C)(=O)=O)cc2c1 | 8 | 0.1 | 0.98 | -8 | -6 | -0.1 | 3 | 1 | 1.1 | 96
CCOC(=O)c1cnc2cc(-c3ccc(C)cc3)nn2c1-c1ccccc1 | -4 | 2.8 | 1.8 | 4 | 1 | -0.2 | 3 | 10 | 1 | 98
COC(=O)c1nnn(-c2nonc2N)c1CN1CCc2ccccc21 | -8 | 0.3 | 1.1 | 8 | -23 | -0.5 | 0 | 6 | 1.2 | 96

Reprinted from the part before: 4 compounds, followed by the next part.
SMILES | APP 5'UTR act | DTT redox prof | NF-kB neuron act | APP 5UTR inh | FLuc inhib CS | Hsp70 activator | Efa HMGR inh | G6PDH CS | FLuc stim CS | STAT1 activator
CC(=O)c1cccc(N(CC(=O)Nc2ccc(F)cc2)S(C)(=O)=O)c1 | 8 | -0.4 | 1.4 | -8 | -4 | -0.2 | -3 | -2 | 1 | 107
COc1ccc2[nH]c(=O)c(CN(c3ccc(C)c(C)c3)S(C)(=O)=O)cc2c1 | 8 | 0.1 | 0.98 | -8 | -6 | -0.1 | 3 | 1 | 1.1 | 96
CCOC(=O)c1cnc2cc(-c3ccc(C)cc3)nn2c1-c1ccccc1 | -4 | 2.8 | 1.8 | 4 | 1 | -0.2 | 3 | 10 | 1 | 98
COC(=O)c1nnn(-c2nonc2N)c1CN1CCc2ccccc21 | -8 | 0.3 | 1.1 | 8 | -23 | -0.5 | 0 | 6 | 1.2 | 96
Cc1ccnc2nc(C(=O)OCC(=O)NCCc3ccc(Cl)cc3)nn12 | -22 | 0.0 | 1.1 | 22 | -3 | -0.4 | -2 | -10 | 1 | 107
O=C(N/N=C/c1cccc([N+](=O)[O-])c1)c1cc(-c2ccccc2)nc2ccccc12 | 6 | -0.2 | 1.1 | -6 | -10 | -0.4 | 2 | -20 | 1.1 | 98
Cc1onc(-c2ccccc2)c1C(=O)NCc1ccccn1 | 11 | 1.0 | 0.92 | -11 | -6 | -0.3 | -6 | -8 | 1.1 | 102
Cc1nnc(NC(=O)COc2ccc3c(C)cc(=O)oc3c2)s1 | -6 | 0.3 | 0.89 | 6 | -5 | 0.0 | -2 | -4 | 1 | 99
COC(=O)c1cccc(Nc2ccc([N+](=O)[O-])cn2)c1 | -12 | 0.2 | 1.3 | 12 | -3 | 0.3 | -1 | 11 | 1 | 104
Cc1nc2c(ccc3nc(NC(=O)C(c4ccccc4)c4ccccc4)sc32)s1 | -26 | 0.7 | 0.79 | 26 | -4 | 0.1 | -6 | 11 | 1 | 106
CC1=C(C#N)C(c2cccnc2)C2=C(CC(C)(C)CC2=O)N1 (stereo unspecified) | 7 | -1.4 | 1.3 | -7 | -4 | -0.1 | -4 | 1 | 1 | 89
CCC1Nc2ccccc2-c2nnc(SC)nc2O1 (stereo unspecified) | 14 | 0.8 | 1.1 | -14 | 1 | 0.1 | 3 | 8 | 1 | 99
Cc1cc(O)ccc1-c1cnc2ccccc2n1 | 26 | 1.5 | 1.9 | -26 | 4 | -0.2 | 0 | 9 | 1 | 108
Cc1oc2ccc(NS(=O)(=O)c3cccc4cccnc34)cc2c1C(=O)OC(C)C | 8 | 0.2 | 0.94 | -8 | -4 | 0.1 | -6 | 3 | 1 | 100
COc1cccc(N2C(=O)CC(NNC(=O)c3cccs3)C2=O)c1 (stereo unspecified) | -3 | 0.2 | 1.2 | 3 | -6 | -0.4 | 5 | 0 | 1.1 | 112
CCOc1cc(N2CCOCC2)c(OCC)cc1NC(=O)Cc1cn2ccsc2n1 | -16 | 1.0 | 0.75 | 16 | -4 | -0.2 | -1 | 2 | 1 | 94
CCOC(=O)C(O)(CCC(O)(C(=O)OCC)C(=O)OCC)C(=O)OCC | 6 | 0.9 | 0.98 | -6 | -5 | 0.3 | 3 | -7 | 1 | 102
